# TRPN1 ag: zebrafish TRPN1 channel agonists, primary screen, cell-based, HEK293, calcium fluorescence | transient receptor potential cation channel N1 (TRPN1/NompC), Danio rerio | HEK293 zebrafish TRPN1-YFP, Fluo-8 calcium fluorescence; 100% = response to 87 µM carbachol | activation, % at 3 µM | 220,000 tested, 0.18% active | AID 1424, 2008;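 active means activation above its plate's cutoff, the mean activation of test wells on that plate plus 3 SD, cut at about 19% in these data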;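 further: 0% = DMSO alone and 100% = 87 µM carbachol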
#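 Control set: carbachol 87 µM as high control, DMSO as low control; system: HEK293 stable line with zebrafish TRPN1-YFP; read-out: % activation versus carbachol response; detection: intracellular calcium fluorescence with Fluo-8; doses: single test compound dose, 3 µM nominal, 0.3% DMSO; schedule: dye 1 h 37 °C plus 30 min RT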
# Tb hexokinase: Trypanosoma brucei hexokinase 1 inhibitors, primary screen, biochemical, G6PDH-coupled NADH absorbance, MLSCN library. hexokinase 1 [Trypanosoma brucei]. recombinant TbHK1, G6PDH-coupled NADH A340. inhibition, % at 10 µM. 220,000 tested, 0.11% active. AID 1430, 2008;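 active means inhibition of 50% or more in the single-dose primary screen; inactive means inhibition below 50%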
# Cl transport mod: KCC2 cotransporter modulators, thallium flux, primary screen, cell-based, HEK293 KCC2, FluoZin-2 fluorescence, MLSMR | 190,000 tested, 2.2% active | Solute carrier family 12 member 5 (Homo sapiens), Q9H2X9 | B-score of Tl+ flux slope (higher = more flux/activation; lower = inhibition) at 10 µM | KCC2 cells, thallium flux FluoZin-2 fluorescence | AID 1456, 2008;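 active means thallium flux slope and its plate-corrected score both differing from the plate sample mean at a set confidence after two filtering rounds, in either direction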;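 further: slope of fluorescence scaled to starting intensity during 10 to 20 s after thallium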
# thrombin 1536: human alpha-thrombin inhibitors, primary screen, counter-screen for coagulation protease inhibitor project, biochemical, 1536-well, fluorogenic AMC substrate | Prothrombin (Homo sapiens), P00734 | Boc-VPR-AMC fluorogenic substrate cleavage | inhibition, % at 5 µM | 220,000 tested, 0.26% active;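 active means inhibition at or above 40%; inactive means inhibition below 40%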;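 further: 0% = enzyme with no compound and 100% = wells without enzyme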
#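 System – human alpha-thrombin · Medium – pH 7.5 Tris (50 mM) with NaCl 150 mM, Tween 20 0.05% · Compound – single-point dosing at 5 µM, 0.2% DMSO · Incubation – enzyme reaction carried out at room temperature · Technique – fluorescence of released AMC, ex 355 nm, em 460 nm · Read-out basis – % inhibition of thrombin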
# PPC-1+TRAIL kill: compounds killing PPC-1 cancer cells with TRAIL present, primary screen, TRAIL potentiator project, ATPLite luminescence, uHTS; PPC-1 cells + TRAIL, ATPLite viability luminescence; cell killing (% activity), % at 4 µM; 220,000 tested, 0.41% active;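 active means cell killing above 50% in the first pass at 4 µM, then a duplicate retest at 5 µM averaging 50% or more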;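 further: plate controls were cells with TRAIL plus DMSO for no effect and medium-only wells lacking cells for full effect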
# TRPML3 ag: human TRPML3 channel agonists, primary screen, cell-based, HEK293 TRPML3-YFP, Fluo-8 calcium fluorescence, 3 µM | 100% = the carbachol control signal | activation, % at 3 µM | 220,000 tested, 0.29% active | AID 1448, 2008;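 active means activation above its plate's cutoff, the mean activation of the plate's test wells plus 3 SD, cut at about 12% in these data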;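 further: 0% = DMSO only wells and 100% = carbachol wells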
# Target sequence (Q8TDD5 whole entry, looked up): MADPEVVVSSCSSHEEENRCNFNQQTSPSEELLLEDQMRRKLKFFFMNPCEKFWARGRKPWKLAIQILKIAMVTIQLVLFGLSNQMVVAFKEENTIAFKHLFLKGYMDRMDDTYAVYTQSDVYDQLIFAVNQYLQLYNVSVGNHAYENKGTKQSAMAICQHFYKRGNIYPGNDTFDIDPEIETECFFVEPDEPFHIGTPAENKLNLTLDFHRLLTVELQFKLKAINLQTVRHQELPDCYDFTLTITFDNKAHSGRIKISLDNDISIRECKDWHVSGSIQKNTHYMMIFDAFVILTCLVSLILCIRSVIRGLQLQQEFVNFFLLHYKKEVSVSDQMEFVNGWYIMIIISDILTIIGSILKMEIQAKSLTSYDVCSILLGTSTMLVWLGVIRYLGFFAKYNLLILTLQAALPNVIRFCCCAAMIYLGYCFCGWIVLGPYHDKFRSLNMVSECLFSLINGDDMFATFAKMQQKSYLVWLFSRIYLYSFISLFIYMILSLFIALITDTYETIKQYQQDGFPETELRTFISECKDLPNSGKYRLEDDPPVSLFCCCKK
#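 Test system – HEK293 line with stable expression of human TRPML3-YFP channel · Control set – carbachol 87 µM final as high control (100%), DMSO as low control (0%) · Signal – Fluo-8 calcium dye fluorescence, ex 470-495, em 515-575 nm · Incubation – 1-h 37 °C dye load, 5-s basal, 120-s post-compound reads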
# EBV gp42 inh: Epstein-Barr virus gp42 inhibitors, primary screen, biochemical, uHTS, fluorescence polarization. Fluorescence polarization binding assay, mP read-out. inhibition, % (tested at 21.74 µM). 220,000 tested, 0.42% active. AID 1085, 2008; in the data active means inhibition above about 50%
# Target sequence (Q1HVG2 whole entry, looked up): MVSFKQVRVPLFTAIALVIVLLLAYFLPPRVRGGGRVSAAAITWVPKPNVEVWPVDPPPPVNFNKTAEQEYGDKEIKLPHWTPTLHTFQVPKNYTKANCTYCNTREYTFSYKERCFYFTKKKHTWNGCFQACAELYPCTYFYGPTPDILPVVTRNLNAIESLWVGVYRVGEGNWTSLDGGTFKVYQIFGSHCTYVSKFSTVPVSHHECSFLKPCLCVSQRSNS
# m-calpain inh: inhibitors of pig calpain II, primary screen, biochemical, fluorogenic peptide substrate, 1536-well; purified calpain II, 30 min; inhibition, % at 16 µM; 220,000 tested, 0.37% active;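 active means inhibition above about 50%, limit read from the data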
# Furin inh: human furin inhibitors, primary screen, biochemical, fluorescence intensity; P09958; purified furin, fluorogenic substrate cleavage; inhibition, % at 30 µM; 220,000 tested, 0.061% active; AID 463115, 2010; in the data active means inhibition above about 25%; further: inactives centre near -15
# * marks the source's active call; other numbers are inactive results; i = inactive; · = not tested or not shown; [ ] = remark or other dose. This is a random part of the collection; about 3.6% have a hit in one of these screens.
Compound	TRPN1 ag	Tb hexokinase	Cl transport mod	thrombin 1536	PPC-1+TRAIL kill	TRPML3 ag	EBV gp42 inh	m-calpain inh	Furin inh
O=C(NCc1ccc2c(c1)OCO2)c1c(O)c2cccc3c2n(c1=O)CCC3	-0.8	-17	-0.28	3	10	0.5	-7	-9	-20
O=C(CNC(=O)c1ccc([N+](=O)[O-])cc1)N/N=C\c1ccc(OC(=O)c2ccccc2)cc1	-0.8	-24	0.14	-11	23	-0.2	-8	-2	-18[20 µM]
Cc1cc(C)cc(C(=O)N2CC(C)SC2=Nc2cccc(S(=O)(=O)N(C)C)c2)c1 (stereo not drawn)	-1.6	-5	-0.44	5	6	-0.1	-3	8	-17
COc1ccc(C2CC(c3ccccc3)=NN2c2ccc(Cl)c(C(=O)O)c2)cc1 (stereo not drawn)	-1.8	-9	-4.3	-53	0	-1.0	-11	i	-58
COc1ccccc1S(=O)(=O)Nc1cccc(-c2nnc3n2CCCCC3)c1	0.3	2	-0.82	0	12	-0.6	-13	12	-13[20 µM]
C=CCN(C(=O)CSc1nc2ccsc2c(=O)n1Cc1ccccn1)c1ccccc1	-0.1	-1	-1	-13	10	-0.2	1	3	-28
COc1ccccc1-c1cc(C(=O)Nc2ccccc2SC)no1	0.3	2	0.1	-4	11	0.0	2	-144	-13
CSCCC(NS(=O)(=O)c1cccs1)C(=O)NCc1ccccc1 (stereo not drawn)	0.4	-1	0.49	1	23	-0.3	-12	4	-25
Nc1c(C(=O)NCCN2CCOCC2)c2nc3ccccc3nc2n1CCc1ccccc1F	1.4	-17	·	-9	-7[5 µM]	0.3	4	i	-57
Nc1nc2c(c3c1c(=O)oc1ccccc13)CCCCC2	0.3	-8	0.065	-8	27	0.8	-4	-212	-6
COc1ccc(C2NC(=O)NC(C)=C2C(=O)Nc2cc(C)ccc2C)cc1OC (stereo not drawn)	2.4	1	0.38	-2	28	0.8	-2	-3	-16
COc1ccc(CCC(=O)N2CCN(C3CCCCC3)CC2)cc1	-1.2	-1	-1.9	0	5	0.9	-15	12	-13[20 µM]
O=C(CC(C(=O)O)c1ccccc1)Nc1cccc2ccccc12 (stereo not drawn)	-0.9	-4	-1.1	-6	-7	0.5	11	18	-9
Cc1cc(C)c(S(C)(=O)=O)c(S(=O)(=O)c2ccc(Cl)cc2)n1	1.3	0	·	4	8	0.2	-11	10	-22[20 µM]
c1ccc(-c2csc(-c3ccncc3)n2)cc1	-2.2	-11	·	-10	·	-1.3	-3	-158	-28
Cn1cnnc1SCC(=O)Nc1ncc(C(F)(F)F)cc1Cl	-0.7	-2	1.2	2	28	0.1	-10	7	-18
CN(C1CCCCC1)S(=O)(=O)c1ccc(C(=O)O)cc1	2.6	1	·	-4	18	1.2	-21	14	-27
CCC(Oc1ccccc1)C(=O)Nc1ncc([N+](=O)[O-])s1 (stereo not drawn)	17	-1	-2.8*	-6	22	10	-22	-30	-15
CCOC(=O)C1(CC2CC2)CCN(Cc2ccc(O)c(Cl)c2)CC1	1.2	7	0.69	-4	19	0.3	2	19	-24
COC(=O)CCC(=O)OC1(C)C(=O)C=C2C=C(C3CC3)N(CC3CC3)C=C2C1=O (stereo not drawn)	·	-26	-0.065	0	21	·	17	-37	8
Cc1cccc(C)c1NC(=O)N1CCC(c2nc3ccccc3o2)CC1	0.4	0	-0.43	5	13	0.6	-17	-21	-8
COc1ccccc1-n1cnc2cc(C(=O)NCCCN3CCOCC3)ccc21	1.4	-3	-0.19	-7	17	0.9	-4	-5	-7
CCOC(=O)c1[nH]c2ccccc2c1NC(=O)c1ccc(S(=O)(=O)N2CCCC2)cc1	1.4	-8	0.049	-3	16	-0.6	-8	-44	-14
CCC(Sc1nc2ccccc2o1)C(=O)O (stereo not drawn)	0.8	-3	-1.5	-2	-19	0.8	-7	-25	-22
O=C(Cc1c[nH]c2ccccc12)Nc1cccc(S(=O)(=O)N2CCCCC2)c1	0.0	4	-0.32	8	7	-0.2	-5	-24	-18

# 2 neighbouring entries from above, for reference:
Compound	TRPN1 ag	Tb hexokinase	Cl transport mod	thrombin 1536	PPC-1+TRAIL kill	TRPML3 ag	EBV gp42 inh	m-calpain inh	Furin inh
O=C(NCc1ccc2c(c1)OCO2)c1c(O)c2cccc3c2n(c1=O)CCC3	-0.8	-17	-0.28	3	10	0.5	-7	-9	-20
O=C(CNC(=O)c1ccc([N+](=O)[O-])cc1)N/N=C\c1ccc(OC(=O)c2ccccc2)cc1	-0.8	-24	0.14	-11	23	-0.2	-8	-2	-18[20 µM]

# Next part
Compound	TRPN1 ag	Tb hexokinase	Cl transport mod	thrombin 1536	PPC-1+TRAIL kill	TRPML3 ag	EBV gp42 inh	m-calpain inh	Furin inh
O=C(CSc1ncnc2c1cnn2CCO)Nc1cccc(C(F)(F)F)c1	0.9	10	1.7	-5	27	1.1	-1	-9	-21
CCCCCC1CC(CC(=O)Nc2ccc([N+](=O)[O-])cc2)OC1=O (stereo not drawn)	-0.8	-15	0.29	-7	7	-0.1	-10	7	-9
COC(=O)/C(=C1/Oc2ccc(C)cc2S1)C(F)(F)F	-0.2	-3	0.95	-5	14	0.9	1	-3	-24
COc1ccc(C(=O)CSc2ccc3nnc(-c4cccnc4)n3n2)cc1	-1.0	-7	0.2	-11	3	0.9	-6	-32	-13
CC1CCCN(c2ccc(C(=O)OCC(=O)N3c4ccccc4Sc4ccccc43)cc2[N+](=O)[O-])C1 (stereo not drawn)	1.3	-22	0.47	-4	0	0.5	-31	-19	-18
C=CCN(c1ccc(C(=O)Nc2ccc(C)c(C)c2)cc1)S(C)(=O)=O	3.9	31	-0.17	-3	8	2.3	0	-4	-15
Cc1ccc(NC(=O)C(C)c2ccc(-c3ccccc3)c(F)c2)c(C)c1 (stereo not drawn)	-0.1	0	-0.13	2	7	0.8	-16	24	-3[20 µM]
CCn1c(=O)cc(C(F)(F)F)[nH]c1=S	-0.5	-12	0.55	-4	2	0.5	-6	4	-17
COC(=O)C(F)(Sc1c(C)n(C)n(-c2ccccc2)c1=O)C(F)(F)F (stereo not drawn)	-0.8	-4	1.3	-16	-10	0.4	4	30	-18
Cc1cc(C)nc(N2CCC(C(=O)Nc3ccc(Oc4ccccc4)cc3)CC2)n1	-0.1	1	1.7	-7	16	-0.2	4	12	-15[20 µM]
COc1ccc(-c2noc(CCN3C(=O)c4ccccc4C3=O)n2)cc1OC	0.5	-7	0.3	4	-4	0.1	-9	10	-4[20 µM]
CCOc1ccccc1NS(=O)(=O)N(C)C	0.0	-2	-1.1	0	17	0.8	-25	-1	-15[20 µM]
O=C(NCc1cccc(Cl)c1)c1cc(COc2ccc3ncccc3c2)on1	6.4	11	·	-5	5	3.3	8	39	-13
CCOc1ncccc1C(=O)OCC(=O)Nc1c(C)cc(C)cc1C	2.4	3	·	-1	-10	1.0	-8	18	-9[20 µM]
COC(=O)c1c(NC(=O)CSc2nnnn2-c2ccc3c(c2)OCO3)sc(C)c1C	0.8	8	-1.2	1	-13	0.6	-6	7	-20
COC(=O)c1cc(OC)c(OC)cc1NC(=O)CN1CCOCC1	1.9	3	·	-5	-10	0.7	-16	0	-13[20 µM]
Cc1cc(C)c(S(C)(=O)=O)c(N(C)NC(=O)c2c(F)cccc2F)n1	0.7	0	0.14	-12	5	0.0	-5	-12	-12
O=C(Nc1ccccc1Cl)N(Cc1nc2ccccc2c(=O)[nH]1)Cc1cccs1	-1.1	19	0.41	-9	20	0.4	-8	-2	-11
O=C(O)c1csc(-c2ccccc2)n1	0.4	-10	-1.8	2	25	0.4	5	-18	-28
O=C(CNCc1cccs1)Nc1cc(S(=O)(=O)N2CCCC2)ccc1Cl	8.4	-4	-3.7*	-2	29	2.6	-17	25	-24
Cc1cc(=O)oc2cc(OCC(=O)N3CC(C)OC(C)C3)ccc12 (stereo not drawn)	-0.5	-15	0.13	-3	-14	0.4	3	-75	-25[20 µM]
CCOC(=O)C1=C(C)N(c2ccc(OC)cc2)C(=O)/C1=C\c1ccc(O)c(OCC)c1	0.3	-2	-0.41	-1	11	0.3	9	1	-6
CCc1ccc(CN(C)Cc2nc(COc3ccccc3)no2)nc1	-3.0	-1	-1.2	0	6	0.0	4	5	-20
COc1ccccc1C/C(N)=N/OC(=O)COc1ccc2ccccc2c1	-0.1	7	·	-4	-2	-0.1	-5	-7	-32[20 µM]
O=C(Cn1cccc1C(=O)c1ccccc1)NCCC1=CCCCC1	-1.2	-1	-1.1	3	7	-0.5	9	-9	-22

# Following part.
Compound	TRPN1 ag	Tb hexokinase	Cl transport mod	thrombin 1536	PPC-1+TRAIL kill	TRPML3 ag	EBV gp42 inh	m-calpain inh	Furin inh
CCCCn1c(NCc2ccccc2O)nc2ccccc21	-0.7	7	-1.4	-3	3	-0.1	3	-3	-19
COP(=O)(OC)C(Nc1cc(Cl)cc(Cl)c1)c1cccc(O)c1 (stereo not drawn)	2.2	-3	0.59	1	23	-0.1	-12	-8	-20
c1ccc(Cc2noc(CN3CCCN(C4Cc5ccccc5C4)CC3)n2)cc1	-2.0	2	-0.56	-6	6	-0.3	11	-18	-5
O=C(NCCN1CCOCC1)Nc1ccc(Cl)cc1	-0.2	3	·	3	3	0.8	2	-48	-17[20 µM]
CCCSc1nnc(CN2CCOCC2)n1C	-0.5	-2	1.8	-7	16	0.3	-9	-17	-17[20 µM]
O=S(NCc1ccco1)C12CC3CC(CC(C3)C1)C2 (stereo not drawn)	1.8	-4	0.23	-4	6	1.6	-11	4	-22[20 µM]
Cc1cc(C)c2c(n1)sc1c(=O)n(Cc3ccc(F)cc3)cnc12	-0.5	-11	-0.41	5	15	0.3	-6	-5	-16
CC1CC(C)CN(C(=O)C2CCCN(S(=O)(=O)c3cnc[nH]3)C2)C1 (stereo not drawn)	1.2	-5	0.5	0	8	0.3	-15	19	-12
Cc1oc2cc(OCc3cnn(-c4ccccc4)c3)ccc2c(=O)c1Oc1ccccc1F	-1.2	9	0.0044	-4	10	0.8	-37	-12	-17
O/N=C1\CCCc2c1nc(-c1ccccc1F)n2O	0.1	-19	0.092	-4	20	0.5	-14	-12	-16
COc1ccc(S(=O)(=O)NCCCCC(=O)O)cc1C(=O)O	-0.5	-5	0.9	-8	13	0.3	-11	10	-16
Cn1cc(Br)c(-c2cccc(N3C(=O)CCCC3=O)c2)n1	1.7	-6	0.0066	-5	5	0.4	-4	9	1
CCOC(=O)C1(CCc2ccccc2)CCN(Cc2cccc3nccnc23)CC1	1.3	1	0.36	-10	11	1.2	-11	-27	-21
CCSc1nnc(CNc2ccc(C)cc2)n1C	1.6	-7	0.64	0	8	0.5	-5	-14	-25
COc1ccc(CN2C(=O)NC3(CCCc4ccccc43)C2=O)cc1F (stereo not drawn)	1.2	2	0.35	-6	17	-0.2	-12	12	-12
